Compound activity as filed in PubChem.
P. falciparum M1AAP = P. falciparum M1AAP inhibitors, biochemical, fluorogenic H-Leu-NHMec substrate, 1536-well (AID 1445); recombinant M1AAP, H-Leu-NHMec fluorogenic kinetic assay; higher % means a stronger effect; Aminopeptidase N (Plasmodium falciparum (isolate 3D7)); hit rate 0.42% among 220,000; inhibition, % at 30 µM, or IC50 in µM where a hit was titrated;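 active = primary inhibition above the hit cutoff, then over 50% inhibition at one or more dose response concentrations, cut at about 23% in these data, passing the limit was not always enough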;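 note: plate controls were DMSO full reaction for no effect and no enzyme background for full effect; strong numbers were not always called active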
Ins promoter up = insulin promoter activators in MIN6 cells, imaging, high-content screening, mouse beta cells; MIN6 insulin promoter-GFP reporter; stronger effect = higher value; z-score at 5 µM; hit rate 0.3% among 190,000; AID 1625, 2009;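 active = z-score above 3 at 5 µM with at least 500 cells counted in the well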
MT stabilizer = microtubule stabilizers in HeLa cells, primary screen, imaging, high-content imaging; % tubulin-high responders, % at 10 µM; HeLa tubulin immunostaining HCS, 24 h; share of cells brighter than vehicle mean+2SD; AID 2205, 2009; hit rate 0.83% among 200,000;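 active = plate Z-score above 3 for both tubulin-high and condensed-nucleus cell shares, with cell loss under 80%, at 10 µM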;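 note: anti alpha tubulin signal scored within the nucleus-defined area of each cell; some results filed as inactive read as strong as hits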
Dynein transport = inhibitors of GR-EGFP nuclear translocation, primary screen, dynein cargo transport inhibitor project, imaging, high-content, 3617.4 mouse cells; test concentration mostly 20 µM; stimulated with dexamethasone, 1 µM; stronger effect = lower value; z-score, hits read low; hit rate 0.47% among 220,000;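 active = plate z-score of nuclear minus cytoplasmic receptor signal below a set negative limit, without overly bright fluorescence or cell loss, cut at about -3.5 in these data, passing the limit was not always enough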;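 note: z-score of nuclear minus cytoplasmic ring GR-EGFP intensity difference per well; some compounds called inactive have numbers as strong as hits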
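medium = tetracycline-free induction medium containing charcoal-stripped FBS | also added = 1.0 µM final dexamethasone stimulus | schedule = 48 h induction, 1 h compound, 30 min dex at 37 °C | technique = fixed, Hoechst-stained cells imaged at 10x for EGFP | measure = GR-EGFP nuclear translocation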
Lipid droplet = inhibitors of hepatocyte lipid droplet formation, primary screen, imaging, high-throughput imaging, BODIPY stain; AML12 mouse hepatocytes, oleate lipid droplets; inhibition, % at 6.5 µM; hit rate 0.4% among 240,000; AID 1656, 2009;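 active = lipid droplet intensity inhibited by at least 50%, with more than 500 cells counted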
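System: AML12 hepatocytes (mouse). Probe or stimulus: oleic acid at 100 µM to induce lipid droplet formation. Times: overnight treatment with compound plus oleate. Detection: Image-based BODIPY and DAPI two-channel analysis. Evaluation: percent inhibition of filter-corrected integrated lipid droplet intensity per well.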
ER stress rescue = rescue of cells from ER stress-induced death, primary screen, 384-well, CSM14.1, thapsigargin, ATP luminescence (AID 1222); CSM14.1 thapsigargin-induced death rescue, ATP luminescence; higher % means a stronger effect; cellular ATP content (survival), % at 20 µM, or EC50 in µM where a hit was titrated; 190,000 tested, under 10 active;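 active = EC50 below 50 µM in the dose-response confirmation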;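 note: death triggered by thapsigargin at about 15 µM added after 2 h compound pretreatment; cell ATP read after overnight thapsigargin exposure of roughly 18 to 22 hours; normalized against plate controls of thapsigargin alone and 5% DMSO vehicle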
Autophagy mod = autophagy modulators in MEF cells, primary screen, imaging, high-content, MEF GFP-LC3; MEF GFP-LC3 puncta imaging; test concentration mostly 10 µM; calls only at 10 µM (by protocol); hit rate 0.98% among 190,000;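 active = percentage of spot-positive cells more than 3 SD above its plate mean, without a fluorescence outlier flag or 80% toxicity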;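 note: spot-positive cell cutoff set from DMSO-treated cells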
Yfh1-depleted yeast = enhancers of respiration in Yfh1-depleted yeast, dose response, Friedreich's ataxia, plus single-dose screen (AID 1465); fold induction at 50 µM, or EC50 in µM where a hit was titrated; hit rate 0.074% among 220,000; S. cerevisiae Yfh1-off respiration, WST-1 reduction, 72 h; higher fold induction means a stronger effect;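 active = fold induction of absorbance versus untreated yeast above a set limit, then at least 30% activation at any dose in follow-up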;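 note: activators that raise dye reduction in frataxin-depleted yeast; strong numbers were not always called active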
M17LAP inhibition = P. falciparum M17LAP inhibitors, primary screen, biochemical, fluorogenic H-Leu-NHMec substrate, 1536-well (AID 1619). Leucine aminopeptidase (Plasmodium falciparum (isolate 3D7)). hit rate 0.38% among 220,000. inhibition, % at 30 µM; hits with a dose series show IC50 in µM. recombinant M17LAP, H-Leu-NHMec fluorogenic kinetic assay; higher % means a stronger effect;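 active = compound inhibiting the enzyme by more than half at any dose during confirmatory dose-response retesting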;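 note: plate controls were full reaction with DMSO carrier for no effect and no enzyme background for full effect; strong numbers were not always called active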
Dynein transport cytoplasmic EGFP = second read-out of Dynein transport, no call of its own (marks repeat the call); z-score; measured here: cytoplasmic GR-EGFP intensity; stronger effect = higher value
Dynein transport nuclear GR-EGFP = second read-out of Dynein transport, no call of its own (marks repeat the call); z-score; measured here: nuclear GR-EGFP intensity;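 lower value marks the stronger effect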
Dynein transport cell count = second read-out of Dynein transport, no call of its own (marks repeat the call); z-score; measured here: cell count per field
Ins promoter up cell count = further read-out of Ins promoter up, marked with its call; cell count; measured here: cytotoxicity, nuclei count;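 total cells summed across four imaged fields per well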
Lipid droplet cells 6.5 µM = second read-out of Lipid droplet, no call of its own (marks repeat the call); cell count; measured here: cell count, cytotoxicity flag;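 cells counted across two imaged fields per well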
MT stabilizer Hoechst-high % = recorded beside MT stabilizer, whose call it bears; % Hoechst-high responders; measured here: nuclear condensation Hoechst responders;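 share of cells brighter than vehicle mean plus two SD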
MT stabilizer cytotoxicity % = recorded beside MT stabilizer, whose call it bears; toxicity, %; measured here: cytotoxicity by cell density;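 0% = mean cell density of plate MIN control wells and 100% = no cells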
Autophagy mod cell loss 18 h = recorded beside Autophagy mod, whose call it bears; toxicity, %; measured here: cell loss, nuclei count;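 cell loss after 18 h compound exposure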
Starred values were filed as active, the others as inactive; i = inactive; x = no result given; + = active, no number.

cpd	SMILES	P. falciparum M1AAP	Ins promoter up	Ins promoter up cell count	MT stabilizer	MT stabilizer Hoechst-high %	MT stabilizer cytotoxicity %	Dynein transport	Dynein transport cytoplasmic EGFP	Dynein transport nuclear GR-EGFP	Dynein transport cell count	Lipid droplet	Lipid droplet cells 6.5 µM	ER stress rescue	Autophagy mod	Autophagy mod cell loss 18 h	Yfh1-depleted yeast	M17LAP inhibition
1	CCOC(=O)C1C(=O)NC(N2CCN(c3ccccc3)CC2)=NC1c1ccco1 (centres undefined)	0%	-0.15	1102	3.9	3.3	5.2	0.039	-0.25	-0.024	0.86	1	666	x	i	-2	i	4%
2	COc1cccc(Nc2c3c(nc4c(-c5ccccc5)c(C)nn24)CCC3)c1	-6%	-0.14	1011	3.8	3.2	1.7	0.027	-0.26	0.19	0.7	-38	634	-1.0%	i	22	i	3%
3	COc1ccc(C(CNC(=O)c2cncc(Br)c2)N(C)C)cc1 (centres undefined)	6%	-1.4	1199	2.8	1.5	5.1	-0.44	-0.34	0.54	0.3	-22	752	1.6%	i	11	i	20%
4	Cc1nc2cc(NCc3ccccc3O)ccc2n1Cc1ccccc1	x	0.12	1474	1.3	2.1	15	0.86	-0.08	1.2	-1.3	-25	694	0.9%	i	0	i	x
5	O=C(Nc1ccc(Cl)cc1C(F)(F)F)c1ccc(Cl)cc1	-7%	-0.02	1540	1.2	1.1	4.0	0.14	-0.2	-0.33	-0.54	x	x	1.4%	i	5	x	-2%
6	Clc1ccc(-n2ncc3c(N4CCCCCC4)ncnc32)cc1	3%	0.41	1937	2.8	2.6	3.9	0.15	-0.18	0.27	0.069	3	661	-4.0%	i	20	i	-7%
7	CCOC(=O)c1[nH]nc(-c2c(O)cc(C)cc2O)c1-c1csc(C)n1	0%	-0.7	775	1.2	1.3	6.9	0.2	0.0032	0.47	-0.049	-6	764	-2.4%	i	-11	i	-5%
8	COc1ccc(NC(=S)N(CCCN2CCN(C)CC2)Cc2cccs2)cc1	9%	0.18	1213	3.4	3.4	8.5	1.1	-0.27	0.49	-0.48	-6	650	2.9%	i	-1	i	-1%
9	CC(C)CCn1nnnc1C(c1ccc(F)cc1)N1CCC(C(N)=O)CC1 (centres undefined)	1%	0.44	1318	2.5	2.0	6.0	0.13	-0.19	0.37	-0.37	x	x	2.1%	i	20	i	-2%
10	Cc1cc(C)cc(CC2CC(=O)N(c3ccc(Cl)cn3)C2=O)c1 (centres undefined)	8%	-0.22	985	2.4	1.8	5.8	-0.81	-0.27	-0.61	0.71	-9	742	-1.9%	i	7	i	5%

Continuation.
cpd	SMILES	P. falciparum M1AAP	Ins promoter up	Ins promoter up cell count	MT stabilizer	MT stabilizer Hoechst-high %	MT stabilizer cytotoxicity %	Dynein transport	Dynein transport cytoplasmic EGFP	Dynein transport nuclear GR-EGFP	Dynein transport cell count	Lipid droplet	Lipid droplet cells 6.5 µM	ER stress rescue	Autophagy mod	Autophagy mod cell loss 18 h	Yfh1-depleted yeast	M17LAP inhibition
11	O=C(C1CCCN(S(=O)(=O)c2cccc3nonc23)C1)N1CCC(Cc2ccccc2)CC1 (centres undefined)	7%	-1.2	1149	0.8	0.8	3.8	-0.59	-0.13	-0.34	0.57	4	799	-0.2%	i	1	i	10%
12	CCn1nnc(NC(=O)C(C)(c2ccccc2)c2ccccc2)n1	x	0.02	1429	3.8	1.1	5.8	-0.4	-0.28	-0.016	0.81	-8	644	0.7%	i	-6	i	x
13	Fc1ccccc1CN1CCCCCCC1	5%	x	x	20	7.1	16	0.73	0.068	0.64	0.48	9	826	-2.4%	i	8	i	16%
14	CC1=CC(C)(C)N(C(=O)CNC2CCCCC2)c2cc(C)ccc21	4%	-0.9	1522	1.7	0.8	4.9	0.82	-0.14	0.72	0.0073	-25	655	-1.4%	i	1	i	-14%
15	O=C(c1ccco1)N1CCN(C(=O)c2cc(-c3ccccn3)nc3ccc(Cl)cc23)CC1	7%	-0.71	974	2.6	2.4	29	-2.1	0.03	-0.85	0.58	-30	701	-1.5%	i	1	i	17%
16	Cc1ccc(S(=O)(=O)N2CCN(CC(O)c3ccccc3)CC2)cc1C (centres undefined)	-1%	0.11	1614	2.0	2.4	5.4	-0.46	-0.27	-0.63	-0.17	21	683	-2.0%	i	-2	i	-2%
17	COc1ccccc1C(=O)NC1CCCCCCC1	2%	x	x	2.2	2.0	4.1	-0.11	-0.0054	0.3	-1.3	-10	692	3.2%	+	31*	i	9%
18	Cc1ccc(Cn2c(CN3CCOCC3)nc3c2c(=O)[nH]c(=O)n3C)cc1	-3%	x	x	4.8	2.1	13	-1.4	-0.0062	-0.32	0.99	x	x	3.2%	i	-19	i	-7%
19	COc1ccccc1NS(=O)(=O)c1ccc(C)c(NC(=O)c2ccc(S(=O)(=O)N3CCCCCC3)cc2)c1	0%	x	x	3.5	3.4	4.8	1	-0.24	0.39	-0.32	-32	394	-3.7%	i	8	i	12%
20	CC(=O)C(Sc1ccc2nnc(-c3ccc(F)cc3)n2n1)C(C)=O	10%	0.74	944	2.6	4.0	3.2	-0.71	-0.24	-0.22	0.58	x	x	-0.3%	i	10	i	4%

Filtered by structure, the entries above with a furan ring, fused or not.
cpd	SMILES	P. falciparum M1AAP	Ins promoter up	Ins promoter up cell count	MT stabilizer	MT stabilizer Hoechst-high %	MT stabilizer cytotoxicity %	Dynein transport	Dynein transport cytoplasmic EGFP	Dynein transport nuclear GR-EGFP	Dynein transport cell count	Lipid droplet	Lipid droplet cells 6.5 µM	ER stress rescue	Autophagy mod	Autophagy mod cell loss 18 h	Yfh1-depleted yeast	M17LAP inhibition
1	CCOC(=O)C1C(=O)NC(N2CCN(c3ccccc3)CC2)=NC1c1ccco1 (centres undefined)	0%	-0.15	1102	3.9	3.3	5.2	0.039	-0.25	-0.024	0.86	1	666	x	i	-2	i	4%
15	O=C(c1ccco1)N1CCN(C(=O)c2cc(-c3ccccn3)nc3ccc(Cl)cc23)CC1	7%	-0.71	974	2.6	2.4	29	-2.1	0.03	-0.85	0.58	-30	701	-1.5%	i	1	i	17%

Going on with the list.
cpd	SMILES	P. falciparum M1AAP	Ins promoter up	Ins promoter up cell count	MT stabilizer	MT stabilizer Hoechst-high %	MT stabilizer cytotoxicity %	Dynein transport	Dynein transport cytoplasmic EGFP	Dynein transport nuclear GR-EGFP	Dynein transport cell count	Lipid droplet	Lipid droplet cells 6.5 µM	ER stress rescue	Autophagy mod	Autophagy mod cell loss 18 h	Yfh1-depleted yeast	M17LAP inhibition
21	COc1ccc(-c2cc(=Nc3c(C)n(C)n(-c4ccccc4)c3=O)c3ccccc3o2)cc1	11%	-1	1230	5.7	4.0	8.2	-0.011	0.021	0.34	0.36	0	682	11%	i	9	i	-75%
22	COCCN1CCC(CNCc2c(C(=O)N3CCCCC3)nc3c(C)cccn23)C1 (centres undefined)	3%	-0.14	1088	x	x	x	1.2	-0.087	0.6	-2.6	14	773	x	x	x	i	-13%
23	c1ccc(-c2nc(NCCCn3ccnc3)c3ccccc3n2)cc1	1%	-0.84	1114	2.4	1.7	7.2	-0.52	-0.17	-0.54	0.092	1	697	0.8%	i	9	i	14%
24	COc1cccc2c(=O)ccoc12	3%	2.4	811	2.6	1.9	8.1	-0.92	-0.11	-0.24	-0.35	6	763	-2.3%	i	27	i	-10%
25	COC(=O)CCCC1=CC2=CC(=O)C(C)(OC(=O)c3cccs3)C(=O)C2=CN1CC1CC1 (centres undefined)	1%	-0.79	760	x	x	x	1.4	-0.82	0.81	-0.14	x	x	x	x	x	i	5%
26	COC(=O)c1ccc(S(=O)(=O)N2CCN(CCO)CC2)n1C	-1%	x	x	x	x	x	0.84	-0.029	0.56	-0.35	2	751	x	x	x	i	3%
27	Cc1nn(C)cc1/C=N/O	3%	-0.26	1814	1.2	1.3	9.8	0.21	0.11	0.34	-0.033	-6	672	-1.2%	i	-2	i	11%
28	CCOc1ccc2[nH]c(=O)c(CN(CCO)C(=O)c3ccc(Br)cc3)cc2c1	2%	0.17	1703	4.0	2.2	7.7	0.37	-0.24	0.35	0.13	22	586	1.7%	i	12	i	-2%
29	CC(=O)NC(NC(=S)Nc1ccccc1Br)C(Cl)(Cl)Cl (centres undefined)	5%	-0.32	1269	2.9	3.0	7.5	0.14	-0.059	0.15	0.28	20	743	-1.9%	i	1	i	-6%
30	CCC(=O)N1CCc2cc(S(=O)(=O)CCC(=O)N3CCc4ccccc4C3)ccc21	5%	-0.23	1904	4.6	3.1	6.3	0.7	-0.28	0.33	0.11	0	715	-1.9%	i	6	i	-1%
